# All columns: NCI-60 one-dose screen, growth in % after 48 h at 10 µM unless noted; 100 = growth as untreated, 0 = no growth, -100 = all killed.
# M14: M14 melanoma; actives 6.2% (n = 80,000); AID 1794745
# A549/ATCC: A549/ATCC NSCLC | actives 3.7% (n = 81,000)
# HOP-62: HOP-62 NSCLC; actives 3.9% (n = 80,000)
# HOP-92: HOP-92 NSCLC cells. actives 6.3% (n = 71,000)
# EKVX: EKVX NSCLC | actives 3% (n = 71,000)
# UACC-257: UACC-257 melanoma; AID 1794764; actives 4.4% (n = 78,000)
# UACC-62: UACC-62 melanoma | actives 5.4% (n = 81,000)
# MALME-3M: MALME-3M melanoma | actives 5.8% (n = 78,000)
# Active calls of the source: *; x = no result given; & = joins results of further samples; ! = a repeat was not active. How the source made its calls: active means growth percent below 10; inactive means the rest. Random draw from the library; about 10% have a hit in one of these screens.
SMILES,M14,A549/ATCC,HOP-62,HOP-92,EKVX,UACC-257,UACC-62,MALME-3M
CC(=O)N1CCN(C(=O)Cn2c(-c3ccc(C)cc3)csc2=N)CC1,97.9,83.4,101.0,60.9,x,102.1,74.2,120.8
COC(=O)Nc1nc2ccc(C(=O)c3ccccc3)cc2[nH]1,0.9*!,17.2&22.2&20.8,49.2&21.9&30.4,35.3&41.8&65.7,21.6&39.0&60.4,69.8&77.2&61.0,37.4&31.1&47.8,54.1&58.6&26.5
N#Cc1nc(-c2cc3ccccc3oc2=O)oc1NCCO,100.5,102.2,107.9,100.0,99.6,103.8,95.4,98.9
CC(=O)Oc1cc(Cl)ccc1Cc1ccc(Cl)cc1OC(C)=O,96.5,94.6,97.3,40.8,92.4,92.2,66.5,79.4
COC(=O)Cn1c2c(c3c(OC)cccc31)C(=O)c1ccccc1-2,103.0,100.1,87.0,70.3,103.5,101.3,93.3,95.5
COc1ccc(-c2cc(-c3nnc(SCC(=O)Nc4ccc(C(=O)/C=C/c5ccc(Cl)cc5)cc4)n3-c3ccccc3)c3ccccc3n2)cc1,105.9,103.1,92.8,102.7,99.8,87.6,86.2,107.2
COc1cccc(-c2ccc(/C=N/NC(=O)c3[nH]c4ccc(Br)cc4c3-c3ccccc3)s2)c1,-4.7*,10.7,14.6,43.1,17.9,45.7,-17.1*,33.1
Cc1nnsc1-c1n[nH]c(=S)n1N,123.3,92.0,98.3,86.1,95.7,103.6,101.1,108.5
CCOC(=O)Nc1cc(F)c(F)cc1F,103.0,97.3,100.1,99.5,96.3,95.9,91.2,101.7
COc1ccc(NC(=O)c2cc(-c3nc4ccccc4s3)c(=O)n(NS(=O)(=O)c3ccc(Cl)cc3)c2N)cc1,94.9,101.3,91.1,104.8,79.2,103.0,87.9,104.1
Cc1csc(N2C(=O)C3C4CCC(O4)C3C2=O)n1 (stereo not drawn),104.5,109.6,100.5,89.1,119.2,109.7,101.0,118.2
CN(C)C(=S)Sc1ccc([N+](=O)[O-])cc1[N+](=O)[O-],8.9*,43.6,71.1,0.3*,82.4,41.4,33.5,-4.1*
CN1C(=O)N(C)C2(c3ccccc3)N(CC(=O)NCCN3CCNCC3)C(=O)NC12c1ccccc1 (stereo not drawn),100.2,84.5,88.6,87.7,93.5,83.6,97.7,105.8
O=c1cc(OCCSC(=S)N2CCCCC2)c2ccccc2o1,86.4,86.7,83.1,58.9,86.1,77.4,62.1,77.3
O=c1oc2ccccc2cc1-c1csc(N=Nc2c(O)[nH]c3ccc(F)cc23)n1,103.0,111.6,81.5,64.8,93.1,101.2,97.7,95.0
Ic1ccc2[nH]cc(SSc3c[nH]c4ccc(I)cc34)c2c1,27.6,21.8,30.4,-6.7*,23.5,34.6,45.4,73.2
CCc1nc2cc(/C=C/C(=O)NO)c(F)cc2c(=O)n1CCc1ccccc1,3.4*,-2.5*,-4.2*,7.4*,20.6,x,-33.5*,x
COc1ccc(-c2nc3ccc(-c4nc5ccc(N6CCN(c7ccccc7)CC6)cc5[nH]4)cc3[nH]2)cc1OC,1.2*,-56.2*,27.0,13.6,40.1,-19.8*,41.6,-63.8*
NC(=O)C1(Nc2ccc(Br)cc2)CCCC1,97.1,102.7,102.7,109.9,92.0,101.3,96.4,108.0
CCCCCCCC/C=C\CCCCCCCC(=O)OCCCCCCCCCCCCCC,107.4,99.0,105.5,x,95.6,113.0,113.5,102.2
CN1CCNCC1,97.5,93.7,92.4,114.7,105.4,109.0,99.9,102.0
O=C(O)CCCOc1ccccc1,100.2,81.2,104.8,104.1,100.1,82.5,99.1,104.3
CN1c2c(C(=O)NC3CC3)cnn2CC1c1ccccc1 (stereo not drawn),111.9,83.5,101.9,92.7,108.1,88.5,96.1,106.7
CN(C)CCN1CCN(c2ncccc2C2Oc3ccccc3-n3cccc32)CC1 (stereo not drawn),91.7,106.6,105.6,77.6,97.5,106.5,104.7,94.6
COc1ccc(C(=O)NCC(C)C)cc1OC,106.7,103.5,99.4,88.4,97.6,108.5,96.4,107.7
CCN(CC)c1ccc(/C=N/NC(=O)c2ccc(NS(C)(=O)=O)cc2)c(O)c1,0.2*,12.3,13.2,38.9,15.6,-6.9*,0.3*,4.5*
COc1cccc(/C=N/Nc2nc(-c3ccc(Br)cc3)cs2)c1O,104.2,89.2,105.0,110.8,96.6,101.2,84.1,99.5
O=C(/C=C/c1ccccc1Cl)c1ccc(NC(=O)N2CCN(c3cc4c(cc3F)c(=O)c(C(=O)O)cn4C3CC3)CC2)cc1,100.4,106.4,104.2,102.1,103.5,104.8,91.0,109.9
CCOC(=O)C/C(O)=C(/C=N/C(=S)NNC(C)=O)C(=O)OCC,100.5,100.0,95.9,97.1,108.4,100.7,94.8,98.1
c1ccc(Cn2ccc3c2-c2oncc2CCC3)cc1,103.4,94.1,115.3,x,x,106.4,97.7,96.0
Nc1ncc(Oc2ccc(Cl)cc2Cl)c(=S)[nH]1,99.5,98.3,106.4,99.6,106.8,110.1,101.0,150.7
Cc1[nH]n(-c2cccc(Cl)c2)c(=O)c1/C=C1\C=Nc2ccc(Br)cc21,54.3,-8.7*,-16.4*,-16.9*,41.1,75.1,37.4,12.6
O=C1Nc2ccc(F)cc2C12OC2c1cccc([N+](=O)[O-])c1 (stereo not drawn),98.6,101.6,103.3,97.6,98.4,98.7,86.3,90.2
[N-]=[N+]=Nc1ccc(-c2cc3cnc4ccccc4c3oc2=O)cc1,105.6,103.0,111.2,96.0,97.7,107.3,93.8,104.0
COc1cc2cc(NCc3cnn(C)c3C)nc(C)c2cc1OC,87.2,80.1,73.4,89.0,100.5,89.6,90.6,102.7
COc1ccc(/C(C)=N/N=C2C(=O)N(C)c3ccc(Cl)cc32)cc1S(N)(=O)=O,100.3,104.4,84.8,74.7,70.0,100.2,86.2,92.7
O=C(CSc1nc2ccccc2c(=O)n1-c1ccccc1)Nc1ccc(S(=O)(=O)NC(=S)Nc2ccccc2)cc1,103.5,98.3,99.5,51.2,88.9,100.1,83.7,92.1
CSCC[C@@H]1NC(=O)Nc2nc3ccccn3c2C1=O,96.5,100.8,98.7,99.1,x,105.5,109.5,104.0
CC(C)(C)NC(=S)Nc1ncccc1OCc1cccc(F)c1,94.3,85.6,90.9,81.1,97.6,94.2,99.2,99.5
COc1ccc(-c2nn(-c3cccc(NC(=O)c4ccc5c(c4)OCCO5)c3)cc2-c2ccncc2)cc1Cl,13.5,18.7,30.9,x,x,34.9,34.1,4.4*
C/C(=N\NC(=S)Nc1ccccc1)c1cc2ccccc2oc1=O,94.6,106.8,103.2,111.5,96.7,101.4,92.7,94.2
Clc1nnc2ccc(Oc3ccccc3-c3ccccc3)nn12,106.7,110.8,119.7,91.7,93.3,120.3,92.1,88.7
Nc1ccc([N+](=O)[O-])c(C(F)(F)F)c1,98.7,107.3,94.2,84.5,102.3,96.8,97.4,x
c1cnc(Nc2nc3c(s2)CCCc2cc[nH]c2-3)nc1,94.0,86.3,90.6,67.0,72.1,90.3,84.2,102.9
CCc1cccc(CC)c1N1C(=O)CC(Sc2ccccc2N)C1=O (stereo not drawn),114.5,87.0,101.2,x,84.4,82.1,83.6,110.9
COc1ccccc1NC(=O)c1sc(N)c(C#N)c1C,108.7,86.0,98.8,x,79.9,102.1,84.0,102.1
COc1ccc(/C(=C\c2cc(OC)c(OC)c(OC)c2)C(=O)Nc2nc3ccc(OC)cc3s2)cc1,108.9,100.7,91.5,77.8,95.6,105.6,86.4,89.7
CC1(c2ccccc2O)NN=C(/N=C/c2cccc([N+](=O)[O-])c2)N1C(Cc1c[nH]c2ccccc12)C(=O)O (stereo not drawn),92.0,102.6,65.8,81.2,77.6,90.6,77.6,94.1
O=C(NC1=CC(=O)c2ccccc2C1=O)c1ccccc1,33.9,23.8,49.7,-84.1*,9.5*,-4.6*,15.0,x
CO[C@@H]1[C@@H](OC)N(S(=O)(=O)c2ccc(Cl)cc2)C(=O)N1S(=O)(=O)c1ccc(Cl)cc1,93.7,78.3,91.2,50.1,90.3,111.6,57.9,93.4

# 11 entries already listed, sorted by heavy-atom count, falling:
SMILES,M14,A549/ATCC,HOP-62,HOP-92,EKVX,UACC-257,UACC-62,MALME-3M
O=C(CSc1nc2ccccc2c(=O)n1-c1ccccc1)Nc1ccc(S(=O)(=O)NC(=S)Nc2ccccc2)cc1,103.5,98.3,99.5,51.2,88.9,100.1,83.7,92.1
COc1ccc(-c2nn(-c3cccc(NC(=O)c4ccc5c(c4)OCCO5)c3)cc2-c2ccncc2)cc1Cl,13.5,18.7,30.9,x,x,34.9,34.1,4.4*
CC1(c2ccccc2O)NN=C(/N=C/c2cccc([N+](=O)[O-])c2)N1C(Cc1c[nH]c2ccccc12)C(=O)O (stereo not drawn),92.0,102.6,65.8,81.2,77.6,90.6,77.6,94.1
COc1ccc(/C(=C\c2cc(OC)c(OC)c(OC)c2)C(=O)Nc2nc3ccc(OC)cc3s2)cc1,108.9,100.7,91.5,77.8,95.6,105.6,86.4,89.7
CO[C@@H]1[C@@H](OC)N(S(=O)(=O)c2ccc(Cl)cc2)C(=O)N1S(=O)(=O)c1ccc(Cl)cc1,93.7,78.3,91.2,50.1,90.3,111.6,57.9,93.4
CCc1cccc(CC)c1N1C(=O)CC(Sc2ccccc2N)C1=O (stereo not drawn),114.5,87.0,101.2,x,84.4,82.1,83.6,110.9
C/C(=N\NC(=S)Nc1ccccc1)c1cc2ccccc2oc1=O,94.6,106.8,103.2,111.5,96.7,101.4,92.7,94.2
CC(C)(C)NC(=S)Nc1ncccc1OCc1cccc(F)c1,94.3,85.6,90.9,81.1,97.6,94.2,99.2,99.5
O=C(NC1=CC(=O)c2ccccc2C1=O)c1ccccc1,33.9,23.8,49.7,-84.1*,9.5*,-4.6*,15.0,x
COc1ccccc1NC(=O)c1sc(N)c(C#N)c1C,108.7,86.0,98.8,x,79.9,102.1,84.0,102.1
Nc1ccc([N+](=O)[O-])c(C(F)(F)F)c1,98.7,107.3,94.2,84.5,102.3,96.8,97.4,x

# Additional entries follow.
SMILES,M14,A549/ATCC,HOP-62,HOP-92,EKVX,UACC-257,UACC-62,MALME-3M
CC(C)Sc1nc(Nc2ccc([N+](=O)[O-])cc2)c(C#N)c(-c2ccccc2)n1,108.0,90.8,80.3,72.5,92.9,93.9,90.4,88.6
Cn1c(=O)c2ccccc2n(C)c1=O,105.4&104.6,98.5&103.0,103.3&93.5,121.8&106.4,92.4,102.2,89.1&103.9,100.3&92.7
CN(C)c1ccc(C(O)c2cc3ccccc3s2)cc1 (stereo not drawn),95.8,37.1,85.0,15.5,56.1,78.6,80.8,67.2
O=C(Nc1ccc(NC(=O)c2cc(S(=O)(=O)Nc3ccccc3)c(O)c(O)c2O)cc1)c1cc(S(=O)(=O)Nc2ccccc2)c(O)c(O)c1O,93.0,104.5,102.3,107.8,96.1,95.3,99.0,100.1
Nc1ncnc2c1CN(Cc1ccccc1)CC2,111.1,90.3,106.1,87.5,110.2,110.6,107.0,x
CCc1ccc(-c2ccc(-n3nc(C)c4c(N)nc(Cc5ccccc5)nc43)cc2)cc1,30.3,52.4,65.6,47.2,83.8,71.9,73.1,105.6
CC(=O)c1nc2ccccc2n1CCn1cnc2c(N)ncnc21,110.5,106.7,94.4,x,106.6,116.6,75.7,x
Cc1ccc(C(=O)Nc2ccc(CN3CCN(C)CC3)c(C(F)(F)F)c2)cc1C#Cc1cnc(N)cc1C#N,-80.8*,-84.7*,-69.7*,-39.8*,-36.8*,-23.6*,-38.5*,-79.2*
CN1CCC(OC(c2ccccc2)c2ccccc2)C1 (stereo not drawn),102.9,103.5,95.1,102.0,103.3,107.8,109.3,102.4
Nc1[nH][nH]c2nc3c(cc12)nc1ccccc13,94.1,110.9,103.4,80.1,69.3,118.6,94.3,100.4
C/C(=N/O)C(=O)NCCCCC(=O)Nc1ccccc1,104.7,97.5,106.6,109.0,100.3,102.1,96.9,91.1
O=c1ccc(=O)n(-c2ccccc2)[nH]1,110.7,96.7,95.8,84.2,115.6,86.9,102.9,100.0
CCOC(=O)Nc1on[n+](-c2ccccc2)c1-c1ccccc1,120.7,101.7,103.9,x,x,109.0,110.5,108.5
CC(=O)OCCCC(CCCOC(C)=O)OC(C)=O,99.1,106.6,99.0,107.0,x,107.1,110.2,x
Fc1cccc(-c2cnn3cc(-c4ccccc4)cnc23)c1F,97.8,29.8,68.3,86.1,81.2,96.8,89.1,75.0
N#C/C(=C\c1ccc(F)cc1)c1nc(N)nc(Nc2ccc(S(N)(=O)=O)cc2)n1,102.6,100.1,96.5,94.7,95.3,100.3,97.2,105.4
C=C1CC[C@@H]2[C@](C)(COC(C)=O)[C@H](OC(C)=O)CC[C@@]2(C)[C@@H]1CC(C1=CCOC1=O)N1CCN(c2cc3c(cc2F)C(=O)C(C(=O)O)CN3C2CC2)CC1 (stereo partly drawn),73.4,73.4,106.8,53.5,63.6,48.4,55.9,88.7
O=C(O)c1ccc(NC(=O)C(Cl)Cl)cc1O,106.9,110.7,111.7,122.1,99.0,109.7,97.3,103.6
O=C1c2ccccc2C(=O)c2c1cccc2N1CCOCC1,111.2,95.9,83.8,74.9,79.9,93.8,75.1,121.9
Cc1ccc(C2=Nc3ccc(Cl)cc3C3=NCN=NN23)cc1,92.9,x,91.0,50.0,53.6,x,82.4,114.2
C[N+]1(C)CCN(CC(O)(c2ccccc2)C2CCCCC2)CC1 (stereo not drawn),92.8,77.3,67.4,98.5,101.9,94.9,97.8,98.8
COc1ccc2[nH]cc(-c3nnc(N)nc3-c3cn(C)c4ccc(F)cc34)c2c1,88.7,100.0,87.5,89.2,98.1,97.6,91.6,88.4
COc1cccc(C(=O)Nc2cccc(-c3cc(=O)c4ccccc4o3)c2)c1OC,x,95.0,106.6,x,101.4,95.7,96.2,103.9

# Compound activity as filed in PubChem.
